Glioma ERSR ind: induces the endoplasmic reticulum stress response in human glioma cells | Potency, µM, for inactives: at the top dose activation, hits mostly activators | U87-MG GRP78 promoter luciferase reporter, 16 h | hit rate 0.02% among 420,000; also: potency is read from the fitted curve at half-maximal effect; series mostly up to about 76 µM; % of control where 0% means no effect; nearly all actives have a fitted effect of over 35% in size
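Stably transfected U87-MG glioma cells carrying a GRP78-based luciferase sensor; 16 h compound incubation. Luminescence end-point read 10 min after Bright-Glo addition at room temperature.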
RXFP1 agonist: agonists of human relaxin receptor RXFP1; hit rate 0.3% among 370,000; AID 2676; HEK293T-RXFP1 cAMP TR-FRET, 30 min; response scale: percent of porcine relaxin response, buffer zero; Potency, µM (titrated, usually from 57.5 µM), for the others: at the top dose activation, usual class: activators; also: potency is read from the fitted curve at half-maximal effect; % is scaled to controls: 0 for no effect and ±100 for the full control effect; nearly all actives have a fitted effect of over 60% in size; many of its hits are not listed in these tables
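HEK293T cells stably expressing RXFP1 were pretreated with the PDE4 inhibitor Ro 20174, exposed to compounds for 30 min at 37C, lysed, and cAMP was read by TR-FRET. Data normalized to buffer (basal) and 29 nM porcine relaxin (100%).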
Vif-APOBEC3F blk: inhibitors of Vif-A3F interaction; Potency, µM (highest dose often 46.1 µM), for inactives: at the top dose activity, negative = active; hit rate 0.2% among 390,000; HeLa A3F-eYFP + Vif (tagged APOBEC3F with the HIV-1 protein that degrades it), YFP fluorescence increase; AID 602313; also: potency is read from the fitted curve at half-maximal effect; % of control where 0% means no effect; nearly all actives have a fitted effect of over 65% in size
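HeLa cells stably expressing Vif plus C-terminally eYFP-tagged A3F were seeded, incubated overnight at 37 deg C, dosed with compound, incubated overnight again at 37 deg C. Yellow fluorescence (Ex 488/Em 500-530) reported blocked Vif-mediated A3F-eYFP degradation.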
LDHA inh: blocks human lactate dehydrogenase A; purified LDHA, NADH/diaphorase-resazurin fluorescence; stronger effect = lower value; activity change, % (values are at about 110 or 230 µM); hit rate 0.15% among 480,000; in the data active = activity change below about -30%; inconclusive = mostly about -25% to -30%;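 also: plate controls were DMSO wells for no effect and wells without enzyme for full effect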
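LDH5 2 nM; NADH 0.06 mM, pyruvate 0.2 mM; 200 mM Tris pH 7.4, EDTA, Tween-20; 5 min RT. Detection: diaphorase 0.133 mg/mL + resazurin 37 µM, fluorescence ex540/em590 at 0 and 20 min; normalized to enzyme-free and DMSO wells.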
Vif-APOBEC3G blk: Vif-A3G binding inhibition. Q9HC16. HeLa A3G-eYFP + Vif (tagged APOBEC3G with the HIV-1 protein that degrades it), YFP fluorescence, overnight. Potency, µM (titrated, usually from 46.1 µM), without a hit: at the top dose activity, negative = active, usual class: inhibitors. hit rate 0.076% among 410,000. AID 602310;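 also: potency is read from the fitted curve at half-maximal effect; % is scaled to controls: 0 for no effect and ±100 for the full control effect; nearly all actives have a fitted effect of over 60% in size; hits raise eYFP signal because A3G escapes Vif-driven loss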
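Read-out is eYFP fluorescence (Ex 488/Em 500-530) from Vif-expressing HeLa A3G-eYFP cells; more signal means A3G escaped Vif-mediated degradation. Cells plated overnight, compound pinned in, incubated overnight at 37 deg C.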
mIDH1 inhibitor: human IDH1 R132H inhibition | O75874 | IDH1-R132H enzyme, NADPH consumption, diaphorase/resazurin fluorescence | Potency, µM (doses to about 76.6 µM), for inactives: at the top dose activity change, negative = inhibition, actives largely listed as inhibitors | hit rate 0.093% among 390,000; also: potency is read from the fitted curve at half-maximal effect; % is scaled to controls: 0 for no effect and ±100 for the full control effect; nearly all actives have a fitted effect of over 65% in size
Target sequence (O75874 whole entry R132H, stated change not applied): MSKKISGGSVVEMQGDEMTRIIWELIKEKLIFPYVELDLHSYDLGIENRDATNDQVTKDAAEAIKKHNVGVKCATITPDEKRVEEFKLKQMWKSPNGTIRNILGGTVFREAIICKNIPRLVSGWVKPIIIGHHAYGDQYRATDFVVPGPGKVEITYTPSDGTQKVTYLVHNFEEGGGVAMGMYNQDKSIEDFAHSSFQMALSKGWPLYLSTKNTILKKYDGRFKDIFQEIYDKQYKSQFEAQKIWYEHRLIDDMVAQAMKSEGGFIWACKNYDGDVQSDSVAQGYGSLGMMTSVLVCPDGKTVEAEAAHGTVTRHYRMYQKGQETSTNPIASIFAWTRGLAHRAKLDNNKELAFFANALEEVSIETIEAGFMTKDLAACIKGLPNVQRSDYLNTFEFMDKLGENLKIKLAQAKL
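IDH1-R132H (0.5 ug/mL dispensed) in pH 7.5 Tris buffer was preincubated 30 min with compound, then given a substrate mix of 0.016 mM NADPH and 2 mM alpha-KG for 80 min at room temperature; remaining NADPH was read by diaphorase/resazurin fluorescence.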
PI4K2A inh: PI4K2A (human) kinase inhibition; Q9BTU6; purified PI4K2A, ADP-Glo luminescence, 1 h; stronger effect = lower value; activity change, negative = inhibition, % at 76.9 µM; hit rate 0.13% among 420,000; in the data active = activity change below about -50%; inconclusive = mostly about -30% to -49%;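 also: -100% = wells without enzyme as full effect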
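Compounds are screened against recombinant PI4K2A using PI as substrate and ATP, the latter dispensed at 300 microM. Reactions run one hour at ambient temperature before ADP-Glo detection; full inhibition defined by wells lacking enzyme.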
TrxR1 substrate: rat thioredoxin reductase 1 substrate activity; O89049; purified TrxR1 substrate turnover, NADPH consumption readout; Potency, µM (doses to about 114 µM), for inactives: top-dose activity change, negative = substrate turnover; hit rate 0.01% among 390,000; AID 588456; also: potency is read from the fitted curve at half-maximal effect; % is scaled to controls: 0 for no effect and ±100 for the full control effect; nearly all actives have a fitted effect of over 50% in size
Target sequence (O89049 whole entry, looked up): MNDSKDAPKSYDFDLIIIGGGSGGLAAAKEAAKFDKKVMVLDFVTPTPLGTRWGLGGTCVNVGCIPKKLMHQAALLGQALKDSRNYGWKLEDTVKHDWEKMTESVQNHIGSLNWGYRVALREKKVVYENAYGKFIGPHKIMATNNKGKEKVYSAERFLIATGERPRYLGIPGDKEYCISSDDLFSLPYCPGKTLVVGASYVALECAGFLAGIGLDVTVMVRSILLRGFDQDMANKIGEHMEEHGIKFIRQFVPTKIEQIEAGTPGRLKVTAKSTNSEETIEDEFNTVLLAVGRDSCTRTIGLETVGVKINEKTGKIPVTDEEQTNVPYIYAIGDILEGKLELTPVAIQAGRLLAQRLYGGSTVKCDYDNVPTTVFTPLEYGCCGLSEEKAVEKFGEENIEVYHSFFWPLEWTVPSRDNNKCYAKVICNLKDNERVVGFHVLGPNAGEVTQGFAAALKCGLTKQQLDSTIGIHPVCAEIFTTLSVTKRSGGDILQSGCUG
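Rat TrxR1, dispensed at 90 nM, was prereduced with 400 uM NADPH (final) for 5 min at ~22 deg C, then incubated with compound 15 min before 400 uM selenite. A first-read NADPH fluorescence drop versus no-compound background flagged substrates.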
USP1-UAF1 inh: blocks the human USP1/UAF1 deubiquitinase complex; O94782; recombinant USP1/UAF1, Ub-Rhodamine cleavage fluorescence; Potency, µM (titrated, usually from 57.1 µM), for the others: at the highest dose activity change, negative = inhibition, hits mostly inhibitors; hit rate 0.23% among 390,000; AID 743255; also: potency is read from the fitted curve at half-maximal effect; % is scaled to controls: 0 for no effect and ±100 for the full control effect; nearly all actives have a fitted effect of over 60% in size; inactives centre near -12
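Step one: compound is pinned into 1nM USP1/UAF1 in HEPES pH 7.8 buffer with TCEP. Step two: 15 min room-temperature incubation. Step three: Ub-Rho (150nM final) starts cleavage, tracked by fluorescence over six one-minute reads.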
* marks the source's active call; other numbers are inactive results; ? = inconclusive; nt = no result given; & = joins results of further samples; [ ] = remark or other dose. Unless noted, calls follow the shape of the dose curve; as a rule, active = well fitted curve in the direction sought with a large enough effect; inconclusive = small, poorly fitted or top-dose-only effect, or another doubt; inactive = no such curve, though single readings can be large; an effect the other way counts as inactive or inconclusive.

| molecule | Glioma ERSR ind | RXFP1 agonist | Vif-APOBEC3F blk | LDHA inh | Vif-APOBEC3G blk | mIDH1 inhibitor | PI4K2A inh | TrxR1 substrate | USP1-UAF1 inh |
| --- | --- | --- | --- | --- | --- | --- | --- | --- | --- |
| CCCOc1ccc(NC(N)=O)cc1OCCC | -6.1% | 1.3% | -3.4% | 0.8 | 0.5% | 2.1% | 0.5 | 9.2%[11.4 µM] | -6.3% |
| COc1cccc(-n2c(SCC(=O)Nc3cc(C)ccc3C)nc3c(oc4ccccc43)c2=O)c1 | 1.1% | 2.1% | 2.3% | -7.2 | 2.2% | 0.0% | 2.6 | 5.5% | -27.4% |
| COc1ccc2nc(SCc3nc(N)nc(Nc4ccccc4)n3)[nH]c2c1 | -2.3% | 1.0% | 7.2% | -1.3 | -5.7% | 5.8% | -6.2 | 4.8%[57.1 µM] | -8.4% |
| COc1ccc2nc(SCc3cccc(C)c3)nc(C)c2c1 | 15.7% | 3.4% | 5.5% | -2.6 | -5.7% | 4.5% | 3.4 | 14.1% | -26.6% |
| COCc1nnc(NC(=O)c2cc(OC)c(OC)c(OC)c2)s1 | -2.2% | 4.7% | 1.8% | -4.5 | -5.4% | -19.7% | -2.8 | -0.5% | 4.1% |
| CC(C)CC(NC(=O)C(NC(=O)OC(C)(C)C)C(C)C)C(N)=O (centres undefined) | -2.8% | -0.7% | 6.7% | -3.9 | 0.2% | 3.1% | 6.1 | 7.3%[57.1 µM] | -2.1% |
| COc1ccccc1OCC(=O)NCC1CCCN(Cc2cnn(C(C)C)c2)C1 (centres undefined) | -3.7% | 4.2% | 5.1% | -2.7 | -2.7% | 1.5% | 3.0 | -5.0% | -14.0% |
| Cc1oc(=O)cc(OCc2ccccc2)c1C | 0.2% | nt | -2.4% | -0.5 | 4.1% | 1.6% | 4.6 | -15.1% | -26.8% |

The final two records of the part above open the next one:
| molecule | Glioma ERSR ind | RXFP1 agonist | Vif-APOBEC3F blk | LDHA inh | Vif-APOBEC3G blk | mIDH1 inhibitor | PI4K2A inh | TrxR1 substrate | USP1-UAF1 inh |
| --- | --- | --- | --- | --- | --- | --- | --- | --- | --- |
| COc1ccccc1OCC(=O)NCC1CCCN(Cc2cnn(C(C)C)c2)C1 (centres undefined) | -3.7% | 4.2% | 5.1% | -2.7 | -2.7% | 1.5% | 3.0 | -5.0% | -14.0% |
| Cc1oc(=O)cc(OCc2ccccc2)c1C | 0.2% | nt | -2.4% | -0.5 | 4.1% | 1.6% | 4.6 | -15.1% | -26.8% |
| COc1ccc(NCc2nnc(SCCN3CCCCC3)n2-c2ccc(C)cc2)cc1 | -6.2% | 4.7% | 3.9% | 2.6 | -1.0% | -4.1% | -4.7 | -6.0% | -15.1% |
| O=c1cc(/C=C/c2cccs2)[nH]c2ccccc12 | 1.4% | -2.3% | -2.9% | -0.5 | -25.4% | 6.6% | 4.1 | -2.0% | -1.0% |
| Cc1ccc(N2CN(Cc3ccco3)CNC2=S)cc1 | -4.5% | 1.4% | -1.0% | -5.5 | 1.2% | 3.9% | 2.2 | 1.6% | 3.3% |
| CN1CCN(NC(=O)c2cccc(F)c2)CC1 | -4.9% | 2.0% | 1.2% | -10.0 | 0.9% | 1.0% | -9.7 | 3.7%[57.1 µM] | -8.6% |
| OC(c1ccccc1)c1nc(-c2csc3ccccc23)cs1 (centres undefined) | 2.8% | nt | nt | -2.4 | -2.9% | nt | 1.1 | nt | nt |
| Cc1ccc(C23CC4CC(CC(C(=O)NC(C)C)(C4)C2)C3)cc1 | -3.5% | -1.6% | 1.5% | -4.2 | 0.4% | 6.0% | -1.9 | 6.3%[57.1 µM] | -20.9% |
| O=C(COc1ccc(Cl)cc1Cl)Nc1nc2n(n1)C(c1ccccc1)CC(=O)N2 (centres undefined) | -0.9% | 4.5% | -3.8% | -3.9&-7.1 | 0.4% | 10.6% | -3.6 | 11.1% | ? |
| Cn1ccc(=S)c2ccccc21 | -4.8% | ? | 5.8% | -0.3 | -0.3% | 15.6% | -8.7 | -3.9% | -11.9% |

Part of the list above, as labelled records.
> OC(c1ccccc1)c1nc(-c2csc3ccccc23)cs1 (centres undefined)
  Glioma ERSR ind = 2.8%	RXFP1 agonist = nt	Vif-APOBEC3F blk = nt	LDHA inh = -2.4	Vif-APOBEC3G blk = -2.9%	mIDH1 inhibitor = nt	PI4K2A inh = 1.1	TrxR1 substrate = nt	USP1-UAF1 inh = nt

> Cc1ccc(C23CC4CC(CC(C(=O)NC(C)C)(C4)C2)C3)cc1
  Glioma ERSR ind = -3.5%	RXFP1 agonist = -1.6%	Vif-APOBEC3F blk = 1.5%	LDHA inh = -4.2	Vif-APOBEC3G blk = 0.4%	mIDH1 inhibitor = 6.0%	PI4K2A inh = -1.9	TrxR1 substrate = 6.3%[57.1 µM]	USP1-UAF1 inh = -20.9%

> O=C(COc1ccc(Cl)cc1Cl)Nc1nc2n(n1)C(c1ccccc1)CC(=O)N2 (centres undefined)
  Glioma ERSR ind = -0.9%	RXFP1 agonist = 4.5%	Vif-APOBEC3F blk = -3.8%	LDHA inh = -3.9&-7.1	Vif-APOBEC3G blk = 0.4%	mIDH1 inhibitor = 10.6%	PI4K2A inh = -3.6	TrxR1 substrate = 11.1%	USP1-UAF1 inh = ?

The results go on.
Results follow in this order: Glioma ERSR ind, RXFP1 agonist, Vif-APOBEC3F blk, LDHA inh, Vif-APOBEC3G blk, mIDH1 inhibitor, PI4K2A inh, TrxR1 substrate, USP1-UAF1 inh
> COc1ccc(F)c(C2C(C#N)=C(N)Oc3n[nH]c(C(C)(C)C)c32)c1 (centres undefined)
→ -3.0%, -2.4%, -0.3%, -0.5, -27.7%, 1.5%, 1.6, -0.3%[57.1 µM], -23.2%
> O=C(OCC#CCSc1nnc(-c2ccc([N+](=O)[O-])cc2)o1)c1cccs1
→ 1.5%, 3.4%, -7.4%, -2.3, 0.3%, 11.5%, 2.6, -2.5%, -9.4%
> Oc1[nH]c2ccccc2c1N=Nc1ccccc1Cl
→ 0.0%, nt, 22.4µM*, -5.3, -15.2%, 2.1%, 2.1, 4.1%[11.4 µM], 52.6%[activator]
> CCOC(=O)c1[nH]c(C)c(CCC(=O)Nc2c(C)cc(C)cc2C)c1C
→ -2.6%, 1.9%, 2.8%, -5.7, -2.0%, 18.5%, 0.1, -0.3%[57.1 µM], 0.7%
> O=C(CSc1nnc2ccc(-c3cccnc3)nn12)Nc1ccccc1
→ -0.5%, 5.7%, 5.2%, -5.3, 1.3%, 5.7%, -4.5, -4.6%, -16.5%
> CC(C)c1ccc(-c2nc(N3CCCCCC3)nc3n[nH]c(N)c23)cc1
→ -6.6%, 0.9%, -8.5%, -4.3, 0.8%, 3.2%, 0.9, -8.0%[57.1 µM], -22.8%
> CCOc1ccccc1NCc1nnc2n1CCCCC2
→ -2.3%, 0.2%, -5.8%, 4.6, 1.0%, 5.9%, 1.8, 1.5%[57.1 µM], -21.2%
> CC1CCCCC12NC(=O)N(CC(=O)N1CCN(S(=O)(=O)/C=C/c3ccccc3)CC1)C2=O (centres undefined)
→ -2.4%, 0.1%, 7.2%, -10.8, -0.8%, -2.0%, -7.6, -0.9%, -21.3%
> CCn1cc(/C=C(\NC(=O)c2cc(OC)c(OC)c(OC)c2)C(=O)N2CCN(C)CC2)c2ccccc21
→ -5.1%, 3.1%, 0.1%, 2.1, 1.0%, 12.6%, 2.4, -11.8%, -26.6%
> O=C(/C=C/c1ccc(Cl)cc1Cl)NC(=S)Nc1ccc(CN2CCOCC2)cc1
→ -0.1%, -0.6%, -11.9%, -11.5, -17.7%, 0.0%, 0.7, -3.3%, 0.3%
> Cc1cccc(N2CCN(C(=O)[C@H](C)N3C(=O)C4CC=CCC4C3=O)CC2)c1C (some centres undefined)
→ -6.6%, nt, 3.7%, -12.3, 0.5%, -1.7%, 2.0, -7.6%[2.29 µM], 6.6%
> Cc1ccc(NC(=O)CSc2nnc(CNC(=O)c3cccs3)o2)cc1
→ -4.9%, -0.9%, -0.3%, -1.9, 2.5%, 8.3%, 7.1, -1.2%, -14.5%
> Clc1ccc(-c2nnc(-c3ccccc3)o2)cn1
→ 0.6%, 5.9%, 2.9%, 1.2, 1.2%, 5.0%, 0.9, 12.9%[57.1 µM], -12.3%
> COc1ccc(NC(=O)C2Cc3c(-c4cccc(NC(C)=O)c4)ccnc3O2)cc1 (centres undefined)
→ -3.8%, nt, nt, 4.6, ?, nt, 2.7, nt, nt
> Cn1ccc(=NC=C(C#N)C#N)c2ccccc21
→ -3.9%, 0.5%, 6.3%, -7.1, 0.8%, 4.9%, -2.2, -2.7%[57.1 µM], -19.4%
> COc1ccc([C@H]2C[C@H](n3cc(COC(=O)c4ccccc4)nn3)[C@@H](O)CN2CC2CCCCC2)cc1
→ -2.6%, nt, -0.2%, -1.5, 1.2%, 15.5%, 1.3, nt, -24.6%
> N#C/C(=C/c1ccc(N2CCCCCC2)o1)c1ccc(Cl)cc1
→ ?, -0.3%, ?, 28.1, ?, 10.7%, 4.2, -7.6%, ?

Source: PubChem (National Center for Advancing Translational Sciences (NCATS))

Only part of the results is shown. The share of hits here may be higher or lower than overall.
